West Nile antiviral = West Nile virus antiviral activity, cell-based, CPE readout (AID 1621); West Nile virus-infected cells, CPE inhibition; higher % means a stronger effect; CPE inhibition, % at 10 µM; hits with a dose series show IC50 in µM; hit rate 0.02% among 290,000; in the data active means a potency from the dose series; inconclusive means CPE inhibition mostly from about 3.7% at the one dose, without a potency; inactive means the rest, 99 in 100 with CPE inhibition below about 2.2%; further: strong numbers were not always called active
NS5 inhibitors = Dengue-2 NS5 methyltransferase inhibitors, primary screen, biochemical, confirmation dose response (AID 588689); Dengue-2 NS5 methyltransferase capping enzyme assay, biochemical; higher % means a stronger effect; Genome polyprotein (Dengue virus type 2 (strain 16681-PDK53)); hit rate 0.3% among 340,000; inhibition, % at 25 µM; hits with a dose series show IC50 in µM; in the data active means a potency from the dose series; inconclusive means inhibition above about 29% without an active follow-up result
XIAP displacement = XIAP antagonists, biochemical, IAP family, fluorescence polarization (AID 1018); XIAP BIR domain, fluorescence polarization peptide displacement; higher % means a stronger effect; displacement, % at 20 µM; hits with a dose series show IC50 in µM; E3 ubiquitin-protein ligase XIAP (Homo sapiens); hit rate 0.007% among 200,000; in the data active means displacement above about 50%; further: a part of the inactive calls stands beside numbers as strong as those of hits
Large T inhibition = SV40 large T antigen inhibitors, biochemical (AID 1903) | SV40 large T antigen ATPase/helicase inhibition assay; higher % means a stronger effect | inhibition, % at 20 µM, or IC50 in µM where a hit was titrated | hit rate 0.39% among 310,000; in the data active means a potency from the dose series; inconclusive means inhibition mostly from about 32% at the one dose, without a potency; inactive means the rest, 99 in 100 with inhibition below about 32%; further: strong numbers were not always called active
CSM14.1 death rescue = rescue of cells from ER stress-induced death, primary screen, 384-well, CSM14.1, thapsigargin, ATP luminescence (AID 1222); CSM14.1 thapsigargin-induced death rescue, ATP luminescence; higher % means a stronger effect; cellular ATP content (survival), % at 20 µM; hits with a dose series show EC50 in µM; 190,000 tested, under 10 active;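 active means EC50 below 50 µM in the dose-response confirmation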;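 further: death triggered by thapsigargin at about 15 µM added after 2 h compound pretreatment; cell ATP read after overnight thapsigargin exposure of roughly 18 to 22 hours; normalized against plate controls of thapsigargin alone and 5% DMSO vehicle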
Yfh1-off respiration = enhancers of respiration in Yfh1-depleted yeast, dose response, Friedreich's ataxia, plus single-dose screen (AID 1465) | S. cerevisiae Yfh1-off respiration, WST-1 reduction, 72 h; higher fold induction means a stronger effect | fold induction at 50 µM; hits with a dose series show EC50 in µM | hit rate 0.074% among 220,000;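 active means fold induction of absorbance versus untreated yeast above a set limit, then at least 30% activation at any dose in follow-up; inconclusive means repeats straddling the limit, or above it without dose testing; inactive means fold induction below the set limit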;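 further: activators that raise dye reduction in frataxin-depleted yeast; strong numbers were not always called active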
WT yeast gro inh = growth inhibition of WT strain, primary screen, mitochondrial fusion inhibitor project, WT and mutant strains, chemical genetic; mitochondrial fusion phenotypic screen; inhibition, % at 10 µM; hit rate 2.1% among 190,000; in the data active means inhibition above about 58%; tested in S. cerevisiae
RSV antiviral HEp-2 = RSV antiviral activity via CPE protection, HEp-2 cells, primary 10 µM value included (AID 2391); hit rate 0.13% among 310,000; HEp-2 cells, RSV-induced CPE inhibition; higher % means a stronger effect; CPE inhibition, % at 10 µM, or IC50 in µM where a hit was titrated; in the data active means a potency from the dose series; inconclusive means CPE inhibition mostly from about 23% at the one dose, without a potency; inactive means the rest, 99 in 100 with CPE inhibition below about 21%; further: strong numbers were not always called active
K1F lysis inhibition = inhibition of K1F phage lysis, E. coli UTI89, bacterial capsule biogenesis inhibitors, alamar blue (AID 488966). hit rate 0.02% among 340,000. E. coli UTI89 K1F phage lysis, alamar blue, 2 h; higher % means a stronger effect. one-dose inhibition, % at 100 µM; IC50 in µM for titrated hits;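 active means phage lysis inhibition, versus mean bacterial control, above a set limit; inconclusive means no clear call, values can overlap the other calls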;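 further: capsule biogenesis inhibitors block K1F phage lysis so surviving cells raise fluorescence; higher fluorescence means more inhibition of phage lysis; actives were called in the ten point dose series up to 300 µM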
WT yeast gro inh mutant strain = recorded beside WT yeast gro inh, whose call it bears; inhibition, %; mitochondrial fusion phenotypic screen, mutant strain inhibition
NS5 inhibitors pilot replicate = recorded beside NS5 inhibitors, whose call it bears; inhibition, %; measured here: pilot screen replicate inhibition
Starred values were filed as active, the others as inactive; i = inactive; ? = inconclusive; . = not tested or not shown; [ ] = another dose, or the depositor's remark.

SMILES	West Nile antiviral	NS5 inhibitors	XIAP displacement	Large T inhibition	CSM14.1 death rescue	Yfh1-off respiration	WT yeast gro inh	WT yeast gro inh mutant strain	RSV antiviral HEp-2	K1F lysis inhibition	others
COc1ccc(N2CCN(C(=O)CCN3C(=S)NC(C)(C)CC3C)CC2)cc1 (stereo unspecified)	-0.1%	-6%	-3.2%	33%	-0.1%	i	7	7	0.9%	0.1%
CCOC(=O)c1sc(=NC(=O)c2ccc(Cl)s2)n(C)c1C	0.0%	7%	-8.9%	-3%	-2.3%	i	0	8	2.3%	0.2%
COc1ccc(Cl)cc1NC(=O)CCN1CCN(c2ccccc2C)CC1	-0.6%	-9%	-1.5%	1%	-1.7%	i	-7	-6	1.4%	3.6%
COc1ccc(CCNC(=O)/C(C#N)=C/c2ccc(OCC(=O)NCC3CCCO3)cc2)cc1OC (stereo unspecified)	-0.4%	3%	-7.5%	.	-0.2%	i	-1	0	-0.1%	2.2%
Cc1ccc(C(=O)NCCc2nnc3ccc(NCc4ccc5c(c4)OCO5)nn23)cc1	-0.5%	0%	.	5%	.	.	.	.	1.1%	-1.0%[50 µM]
COCCNC(=O)COc1ccc(N(C)S(=O)(=O)c2ccc3ccccc3c2)cc1	0.0%	2%	.	6%	.	.	.	.	5.6%	-0.1%
O=C(Nn1c(-c2ccncc2)nc2ccccc2c1=O)c1ccc([N+](=O)[O-])cc1Cl	0.4%	1%	-5.2%	21%	0.1%	i	-17	-1	-1.2%	-0.1%
O=C(NCc1ccc(F)cc1)C1(S(=O)(=O)c2ccc(Cl)cc2)CC1	-1.5%	-11%	.	5%	.	.	.	.	1.1%	0.1%
CC1CCN(C(=O)Cn2cc(C(=O)C3CC3)c3ccccc32)CC1	-0.2%	-1%	-2.8%	8%	1.5%	i	-11	-5	1.1%	0.4%
O=C(CCCN1C(=O)C(c2ccccc2)Oc2cccnc21)Nc1ccccc1Cl (stereo unspecified)	0.6%	4%	.	.	.	.	.	.	3.1%	0.1%
N#Cc1c(=O)c2nc(NCCCO)ncc2n2c(=O)c3ccccc3[nH]c12	0.3%	1%	-3.6%	12%	1.1%	i	10	12	-1.1%	-0.6%
CCCCCCn1cc(C(=O)O)c(=O)c2cc(F)c(N3CCCCC3)cc21	-2.0%	3%	.	6%	.	.	.	.	9.7%	0.1%	NS5 inhibitors pilot replicate=2.7
CCC1Oc2ccccc2N(CC(=O)NCCCN2CCCCC2CC)C1=O (stereo unspecified)	-0.1%	-4%	-2.1%	-11%	0.2%	i	-14	-3	-0.7%	-0.8%
Cc1ccc(C)c(S(=O)(=O)NC(C)CCc2ccccc2)c1 (stereo unspecified)	-1.0%	10%	.	7%	.	.	.	.	?	-0.5%
O=C(NNC(=O)c1ccc2ccccc2c1O)c1cccs1	2.0%	10%	.	16%	.	.	.	.	2.4%	0.0%
COc1ccc(/C(C)=N/N2CCOCC2)c(O)c1	1.2%	-8%	.	23%	.	i	.	.	0.3%	0.2%
COC(=O)c1sccc1NC(=O)c1ccc(Br)o1	-0.1%	-3%	-1.0%	-5%	-2.0%	i	6	7	-1.1%	0.3%
Cc1ccc(S(=O)(=O)N2CCCNCC2)cc1	0.0%	-4%	.	3%	.	.	.	.	-0.2%	0.0%
O=C(NC1CCCCC1)c1ccc(Br)o1	-0.4%	-12%	3.6%	4%	-0.2%	i	0	2	1.0%	5.5%
COc1ccc(NC(=S)NCc2ccc(S(N)(=O)=O)cc2)cc1OC	-0.1%	10%	-9.8%	27%	-0.7%	i	-13	-8	1.8%	0.2%

Fetched by structure from above (2):
SMILES	West Nile antiviral	NS5 inhibitors	XIAP displacement	Large T inhibition	CSM14.1 death rescue	Yfh1-off respiration	WT yeast gro inh	WT yeast gro inh mutant strain	RSV antiviral HEp-2	K1F lysis inhibition	others
Cc1ccc(S(=O)(=O)N2CCCNCC2)cc1	0.0%	-4%	.	3%	.	.	.	.	-0.2%	0.0%
N#Cc1c(=O)c2nc(NCCCO)ncc2n2c(=O)c3ccccc3[nH]c12	0.3%	1%	-3.6%	12%	1.1%	i	10	12	-1.1%	-0.6%

Additional structures follow:
SMILES	West Nile antiviral	NS5 inhibitors	XIAP displacement	Large T inhibition	CSM14.1 death rescue	Yfh1-off respiration	WT yeast gro inh	WT yeast gro inh mutant strain	RSV antiviral HEp-2	K1F lysis inhibition	others
COc1ccc(NC(=O)CSc2nnnn2C2CCCC2)cc1	-0.1%	-10%	-6.1%	-5%	-1.4%	i	-5	-13	2.6%	-2.0%
COc1ccccc1C(=O)Nc1nnc(-c2ccco2)s1	-0.5%	-4%	-12%	-2%	-3.7%	i	22	30	6.5%	5.8%
CN(CC(=O)NCc1ccc2c(c1)OCO2)S(=O)(=O)c1ccc(Br)s1	-0.5%	9%	-5.0%	3%	4.3%	i	-2	3	2.1%	-0.5%
CCn1c(/C=C/c2cc(Br)ccc2O)nc2ccccc2c1=O	0.2%	-84%	.	27%	.	.	.	.	13%	0.5%
O=C(Nc1ccc(Cl)cc1)c1sccc1-n1cccc1	-0.6%	-11%	-5.8%	7%	.	i	6	7	2.2%	0.1%
O=C(c1scc2c1CCCC2)N1CCCCC1	-0.3%	-1%	-6.4%	26%	0.1%	i	-18	-17	2.7%	5.4%
COc1ccc(C(=O)NCC(c2cccs2)N2CCc3ccccc32)c(OC)c1 (stereo unspecified)	.	-11%	.	5%	.	.	.	.	7.6%	0.9%[50 µM]
CCN(C(=O)CCS(=O)(=O)c1ccc2c(c1)oc(=O)n2C)c1ccc(OC)cc1	0.0%	5%	.	10%	.	.	.	.	0.3%	0.4%
O=C(c1cccc(S(=O)(=O)N2CCCCC2)c1)N1CCOCC1	-0.1%	-1%	2.9%	-1%	3.4%	i	-1	2	-0.2%	-0.9%
CN(c1ccc(C(=O)NCCSCc2ccc(Cl)cc2)cc1)S(=O)(=O)c1ccccc1	-1.6%	1%	-46%	4%	-0.7%	i	30	30	8.7%	3.3%
O=C1CCC(C(=O)N2CCN(c3ccccc3)CC2)CN1CC1CCCCC1 (stereo unspecified)	-0.9%	-3%	.	11%	.	.	.	.	3.1%	-0.1%
CCn1cc(C(=O)NCc2ccc3c(c2)OCO3)c(=O)c2cc(S(=O)(=O)N(C)C)ccc21	-0.7%	-2%	-7.7%	7%	-0.2%	i	-1	-17	4.3%	0.4%[50 µM]
Cc1nn(Cc2ccc(F)cc2)c(C)c1NC(=O)C1c2ccccc2Oc2ccccc21	1.1%	9%	-4.8%	14%	-0.3%	i	2	-6	0.5%	0.7%[50 µM]
CCc1c(C)sc2nc(C(C)C)nc(SCC(=O)N3CCc4ccccc4C3)c12	0.1%	.	-3.1%	11%	2.4%	i	61*	18*	4.1%	.
O=C(NCC(c1ccco1)N1CCN(c2ccccc2F)CC1)C1CCCCC1 (stereo unspecified)	.	-7%	.	13%	.	.	.	.	1.7%	0.9%[50 µM]
O=C(O)COc1ccc(NC(=O)C(c2ccccc2)c2ccccc2)cc1	-0.7%	-3%	.	2%	.	.	.	.	1.0%	-0.2%
COc1cnc(-c2ccccc2)nc1OC	0.8%	-16%	-7.9%	13%	.	i	-11	10	0.6%	-0.4%
CSCC[C@H](N)C(=O)N1CCC(C(=O)N[C@H](C)C(=O)Nc2ccc(C(C)C)cc2)CC1	-0.6%	-6%	.	5%	.	.	.	.	-0.1%	0.0%
Cc1ccc(C(=O)NCC(=O)O)s1	0.5%	-12%	-8.1%	6%	0.3%	i	2	5	-0.5%	2.3%
Cc1ccc(O)c(C(=O)/C=C/c2ccc3c(c2)OCCO3)c1	.	.	-0.4%	12%	-1.0%	i	60*	24*	12%	0.7%
Cc1cccc(C(=O)Nc2ccc(S(=O)(=O)N3CCOCC3)cc2)c1[N+](=O)[O-]	-0.8%	-8%	.	9%	.	.	.	.	11%	0.4%
Cc1cc(NC(=O)CSc2nc(C3CCCCC3)nc3ccccc23)no1	1.6%	-19%	-4.5%	4%	-1.9%	i	9	-8	5.5%	0.2%
CC(CCc1ccccc1)NC(=O)c1ccccc1C(=O)O (stereo unspecified)	1.8%	-6%	.	30%	.	.	.	.	1.9%	0.1%
COc1ccc(CN2CC(=O)N(c3cc(Cl)ccc3C)C2=S)cc1OC	0.1%	1%	.	13%	.	.	.	.	?	1.1%
CCOC(=O)C1=CN(c2cccc(F)c2)C=C(C(=O)OCC)C1c1cc(OC)c(O)c([N+](=O)[O-])c1	0.3%	17%	1.2%	3%	-1.7%	i	88*	-2.0*	?	0.8%
O=S(=O)(NCC1CCCO1)c1ccc(S(=O)(=O)N2CCc3ccccc3C2)cc1 (stereo unspecified)	-0.8%	0%	-3.1%	-1%	-2.7%	i	-22	-11	0.8%	0.0%[50 µM]
CCOC(=O)c1cnc2c(OC)cccc2c1Nc1ccc2c(c1)OCCO2	-1.7%	-4%	-6.5%	7%	-2.3%	i	45	22	4.7%	2.8%[50 µM]
Cc1cc(C)c(S(=O)(=O)N2CCCOC2CNC(=O)C(=O)NCc2cccs2)c(C)c1 (stereo unspecified)	-1.8%	1%	-9.7%	3%	-1.2%	i	-21	-5	1.0%	1.0%
CC(NC(=O)NC(=O)c1ccc(Cl)cc1)c1ccccc1 (stereo unspecified)	-0.2%	7%	.	23%	.	.	.	.	1.5%	3.9%[50 µM]
O=C(Nc1ccccc1C(F)(F)F)NC1CCCCCCC1	-0.7%	-3%	-9.5%	18%	-0.9%	i	2	8	2.4%	-1.1%
CCCNC(=O)NS(=O)(=O)c1cnccc1Sc1ccc(Cl)c(Cl)c1	0.3%	-9%	-5.1%	2%	-0.9%	i	-31	-4	2.2%	0.7%
COc1ccc(-c2cc(-c3ccc(F)cc3)nc(N3CCN(C)CC3)n2)cc1	-1.1%	-5%	.	1%	.	i	36	31	-3.1%	-0.1%	NS5 inhibitors pilot replicate=-3.0
COc1ccc(-c2noc(CSc3nc4sc(C)c(C)c4c(=O)n3-c3ccccc3)n2)cc1OC	-0.3%	-1%	-39%	2%	-0.6%	i	1	12	0.9%	0.0%
CC(NS(=O)(=O)c1ccccc1)c1n[nH]c(=S)n1-c1ccccc1 (stereo unspecified)	0.3%	-5%	.	25%	.	i	.	.	0.3%	-0.2%
Cc1ccc(NC(=O)CSc2nnc(N)s2)cc1S(=O)(=O)N1CCOCC1	.	0%	.	12%	.	.	.	.	2.0%	1.7%[50 µM]
COc1ccc(N2CCN(c3ncnc4scc(-c5ccccc5)c34)CC2)cc1	-0.5%	-5%	.	10%	.	.	.	.	11%	0.3%
O=C1N=C(N2CCCC2C(=O)O)S/C1=C\c1ccco1 (stereo unspecified)	0.2%	.	-5.8%	3%	-0.9%	i	4	-2	0.5%	.

Screens (PubChem)

Rows are unselected; 2.2% or so of the library scored in one or more.
